Bioassay records: PubChem, National Center for Advancing Translational Sciences (NCATS)
KDM5B inh: blocks human KDM5B histone demethylase activity | KDM5B demethylase, FDH-coupled NADH fluorescence (FDH is formaldehyde dehydrogenase) | AID 1347165 | Potency, µM (doses to about 57.7 µM), for inactives: at the highest dose activity change, negative = inhibition, actives largely listed as inhibitors | Q9UGL1 | 2.6% of 220,000 active; active = well fitted inhibition curve with a large enough effect; inconclusive = small, poorly fitted or top-dose-only effect; inactive = no such curve, though single readings can be large or run the other way; also: 0% is about no effect; nearly all actives have a fitted effect of over 70% in size
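Here, H3K4me3 peptide (12.5 µM in substrate mix) is demethylated by KDM5BΔAP, 200 nM final, after 10 min compound exposure. Formaldehyde product is coupled through FDH (0.25 U/mL in mix) to NADH fluorescence; 30-min ΔRFU feeds dose-response curves.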
* marks the source's active call; other numbers are inactive results; & = joins results of further samples; [ ] = remark or other dose. Potency is read from the fitted curve at half-maximal effect. The list is partial (hit frequency here may not be typical).

Screening CC(CC(=O)O)C(=O)c1ccc(Cl)cc1 (stereo unspecified) returned KDM5B inh 11%.
`COc1ccc(-c2cc(N3CCCC(NC(=O)c4ccncc4)C3)n[nH]2)cc1` (stereo unspecified) gave KDM5B inh -8%.
`Cn1nc2n(c1=O)CCN(C1CCSCC1)CC2` gave KDM5B inh -5%.
For CN1c2cc(C(=O)N3CCOCC3)ccc2OCC1CC(=O)NC(C)(C)C (stereo unspecified) the results were KDM5B inh -24%.
CCOc1ccc(/C=C/c2nc(C#N)c(NCCN(C)C)o2)cc1 was read as KDM5B inh inconclusive.
For CC(=O)c1ccc(NC(=O)c2cccc(NC(=O)N3CCSc4ncccc43)c2)cc1 the results were KDM5B inh inconclusive.
CCCC(=O)Nc1nnc(SCC(=O)N2CCN(c3ccccc3)CC2)s1 was read as KDM5B inh -5%.
`COc1ccc(NC(=O)c2cc3c(N(C)Cc4ccccc4)nc(C)cn3n2)cc1OC` gave KDM5B inh 32µM*.
For CCOCCCN(C(=O)c1snc(C(N)=O)c1N)C(C(=O)NC1CCCC1)c1ccc(OC)cc1 (stereo unspecified) the results were KDM5B inh inconclusive.
COc1ccc(C(=O)NCCC2CCN(C(=O)Nc3ccc(C)cc3)CC2)cc1 was read as KDM5B inh 4%.
Screening CC(C)(C)C1CCc2c(sc3nc(-c4cc5cc(Cl)ccc5oc4=O)[nH]c(=O)c23)C1 (stereo unspecified) returned KDM5B inh -12%.
Screening COc1ccccc1CC(=O)N(Cc1ccccc1)c1cccc(C)c1 returned KDM5B inh -8%.
Screening CCc1nn(CC(=O)N(C)Cc2ccccc2)c(=O)c2cc3sccc3n12 returned KDM5B inh inconclusive.
`CCCCC(=O)Nc1ccc(OCC)c2ncccc12` gave KDM5B inh -4%.
For Cc1ccc(OC(C)C(=O)N2CC(=O)Nc3ccccc32)cc1 (stereo unspecified) the results were KDM5B inh 24%.
For COc1ccc(OC)c(Nc2sc(C(=O)c3ccccc3)c(N)c2S(=O)(=O)c2ccccc2)c1 the results were KDM5B inh inconclusive.
Screening Cc1ccc(-n2cnc3cc(C(=O)NCc4ccc(F)cc4)ccc32)c(C)c1 returned KDM5B inh -20%.
Cc1ccc(NC(=O)COc2ccc3oc4c(c3c2)CCCC4)cc1C was read as KDM5B inh -4%.
Screening CCOC(=O)N1CCN(Cc2nc3cc(NC(=O)c4ccc(C)cc4)ccc3n2C)CC1 returned KDM5B inh 17%.
COc1ccc(OC)c(NC(=O)CN2C(=O)NC(c3ccc(Cl)cc3)C3=C2COC3=O)c1 (stereo unspecified) was read as KDM5B inh -3%.
C/C(=N\O)C(C)(C)Nc1cccc(Br)c1 was read as KDM5B inh 26%.
Screening CN(C)N1C(=O)CC(c2ccc(Cl)cc2Cl)C2=C1CC(C)(C)CC2=O (stereo unspecified) returned KDM5B inh 10%.
For Cc1cc2c(cc1NS(=O)(=O)c1ccc(F)cc1)n(C)c(=O)c(=O)n2C the results were KDM5B inh -23%.
Screening COc1cnn(-c2ccc([N+](=O)[O-])cc2)c(=O)c1Cl returned KDM5B inh 20%.
`CCCOCCCNC(=O)c1c(C)noc1-c1ccccc1Cl` gave KDM5B inh 7%.
For CCCCn1nc(C(=O)Nc2cc(C)ccc2OC)c2ccccc2c1=O the results were KDM5B inh -11%.
`COc1ccc(CC(=O)Nc2cnc(-c3ccc(C)cc3)nc2)cc1` gave KDM5B inh inconclusive.
`COc1ncccc1CNC(=O)c1ccc2c(c1)CCC(=O)N2` gave KDM5B inh 3%.
`Cc1ccc(CNC(=O)c2cc(C3CC3)nc3c2c(C)nn3-c2cccc(Cl)c2C)cc1` gave KDM5B inh -9%.
COc1cc(C(=O)OCc2ccccc2F)cc(OC)c1Br was read as KDM5B inh 27%.
Screening CCc1nn(CCCC(=O)N2CCN(c3ccc(OC)cc3)CC2)c(=O)c2cc3occc3n12 returned KDM5B inh -9%.
For CC(C)(C)c1ccc(Oc2ncccc2NC(=O)c2cccs2)cc1 the results were KDM5B inh -8%.
CCN(CC)C(=O)C(Sc1n[nH]c(-c2ccccc2)n1)c1ccccc1 (stereo unspecified) was read as KDM5B inh -10%.
For CNC(=O)c1ccc(-c2nc(CN3CCN(C(=O)Nc4ccccc4C(=O)OC)CC3)c(C)o2)cc1 the results were KDM5B inh 4%.
For O=C(Nc1ccc([C@@H](O)[C@H]2COCC(=O)N2Cc2ccc(C(F)(F)F)cc2)cc1)c1ccco1 the results were KDM5B inh 23%.
Screening COc1ccccc1Cc1nc2ccccc2nc1SCC(=O)N1CCc2ccccc21 returned KDM5B inh -2%.
COC(=O)[C@@H]1Cc2c([nH]c3ccccc23)[C@H]2C[C@@H](NCc3cccnc3)C[C@@H](c3ccc(F)c(F)c3)N21 was read as KDM5B inh 25µM*.
Screening O=C(c1ccc(Cl)cc1)N1CCC(N2CCCNC2=O)CC1 returned KDM5B inh -12%[149 µM].
`Cc1ccc(N2CCN(S(=O)(=O)c3nnc(NC(=O)c4cccc(F)c4)s3)CC2)cc1` gave KDM5B inh -9%.
O=C(CN1CCN(Cc2nnc(-c3ccccc3)o2)CC1)N1CCCC1 was read as KDM5B inh 1%.
Screening CC(C)Nc1cc(N2CCN(C3CCCCC3)CC2)c2noc3c2c1C(=O)c1ccccc1-3 returned KDM5B inh inconclusive.
CCN(C(=O)C1Cc2ccccc2C(=O)O1)c1c(N)n(Cc2ccccc2)c(=O)[nH]c1=O (stereo unspecified) was read as KDM5B inh 12%.
For COc1cccc(CCNc2ncnc3c2nnn3C)c1 the results were KDM5B inh 0%.
Screening CCOc1ccc(S(=O)(=O)Nc2cccc(C(=O)N(C)Cc3cccc(OC)c3OC)c2)cc1 returned KDM5B inh -3%.
For COc1ccc(NC(=O)CCn2nc(-c3cccs3)oc2=O)c(OC)c1 the results were KDM5B inh -4%.
CS(=O)(=O)Cc1ccc(C(=O)Nc2ccc(F)cc2F)cc1 was read as KDM5B inh 16%.
Screening CCS(=O)(=O)c1nc(S(=O)(=O)c2ccc(C)cc2)c(NC2CCCC2)s1 returned KDM5B inh 9%.
COc1ccccc1-c1coc2cc(OC(=O)c3ccc(C)cc3)ccc2c1=O was read as KDM5B inh -2%.
For Cn1c(=O)c2cc(C(=O)Nc3ccc(Cl)c4ncccc34)cnc2n(C)c1=O the results were KDM5B inh 6%.
Cc1oc(-c2ccccc2)nc1CC(=O)N1CCC(CC(N)=O)CC1 was read as KDM5B inh -19%.
Screening O=C(O)c1ccc(N/N=C/c2c[nH]c3ccccc23)cc1 returned KDM5B inh inconclusive.
Screening C=CCNc1oc(COc2ccc(F)cc2)nc1C#N returned KDM5B inh 3%.
Screening COc1ccc(-c2cc(Nc3ccccc3)nc(C)n2)cc1 returned KDM5B inh inconclusive.
`COc1ccc(N(CC(=O)NCCc2cccc(C)c2)S(=O)(=O)c2c(C)noc2C)cc1` gave KDM5B inh -24%.
`Cc1oc(-c2nc(C#N)c(NCc3ccc(F)cc3)o2)cc1S(=O)(=O)N1CCCC1` gave KDM5B inh inconclusive.
Screening CCN1CCN(C(=O)CS(=O)Cc2nc(-c3ccc(OC)c(OC)c3)oc2C)CC1 (stereo unspecified) returned KDM5B inh -23%.
CC1CCC(NC(=O)c2cc3c(Cl)nc4ccccc4c3s2)CC1 (stereo unspecified) was read as KDM5B inh 8%&-16%.
`O=C(CC[C@H]1NC(=O)c2ccccc2NC1=O)Nc1nc(-c2ccncc2)cs1` gave KDM5B inh 29%.
`c1coc(CNc2nc(Nc3cccc4ccccc34)nc3ccccc23)c1` gave KDM5B inh inconclusive.
`CCC1CCCCN1C(=O)Cn1c(=O)n(CCCCCC(=O)NCc2ccc(F)cc2)c(=O)c2sccc21` (stereo unspecified) gave KDM5B inh -9%.
For CCCCCCCCCc1ccc(-c2ccc(CCCCCCCC)cn2)cc1 the results were KDM5B inh 23%.
Screening Cc1ccc(NC(=O)NC(=O)N(C(C)C)S(=O)(=O)c2ccc(C)cc2)cc1 returned KDM5B inh 3%.
For O=C(CSc1n[nH]c(-c2ccccc2)n1)N1CCN(c2ccc(F)cc2)CC1 the results were KDM5B inh -12%.
Screening O=C(COc1ccccc1)Nc1sc2c(c1C(=O)Nc1ccccc1Cl)CCCCC2 returned KDM5B inh 6%[11.5 µM].
Screening CC1(C(=O)NCCCN2CCc3ccccc3C2)CCCCC(=O)N1 (stereo unspecified) returned KDM5B inh -37%.
For COc1cc(CCC(=O)Nc2ccncc2Cl)cc(OC)c1OC the results were KDM5B inh 15%.
For CC(C)(C)c1ccc(C(=O)Nc2ccc(-c3nc4ccccc4o3)c(O)c2)cc1 the results were KDM5B inh -30%.
Screening COc1ccc(Cl)cc1C(=O)NCC(c1ccc(N(C)C)cc1)N1CCCC1 (stereo unspecified) returned KDM5B inh -13%.
For CSc1ccc(C(C)NC(=O)c2ccccc2Cl)cc1 (stereo unspecified) the results were KDM5B inh -3%.
CC(C)N1CC[C@@H]2[C@H]1C(=O)NC[C@H](CCC(=O)NCc1cccs1)N2C was read as KDM5B inh inconclusive.
Screening Cc1ccc(NC(=O)CN2CC3CC(C2)[C@H]2CCCC(=O)N2C3)cc1 (stereo partly specified) returned KDM5B inh -2%.
For COc1ccc(C(=O)Nc2cccc3cccnc23)cc1OC the results were KDM5B inh -2%.
Cc1c(CC(=O)NCCc2ccc(Cl)cc2)c(=O)oc2c(C)c(O)ccc12 was read as KDM5B inh inconclusive.
`Cc1cc(NC(=O)CSc2nnc(Nc3ccccc3C)s2)no1` gave KDM5B inh 16%.
`O=C(Nc1ccc(Cl)cc1C(F)(F)F)c1ccccc1F` gave KDM5B inh -3%.
Screening Cn1c(=O)c2c(ncn2CC(=O)Nc2cc(Cl)cc(Cl)c2)n(C)c1=O returned KDM5B inh -56%.
CN1CCC(N2CCN(S(=O)(=O)c3ccc(F)cc3)CC2)C1=O (stereo unspecified) was read as KDM5B inh -21%.
O=C(NCCc1noc(C2CC2)n1)c1ccco1 was read as KDM5B inh -17%.
Screening CC(C)N1CC[C@H](CO)[C@H](NC(=O)C2CC2)C1 returned KDM5B inh -2%.
Screening NC(=O)c1ccc(NC(=O)c2cnc3ccccc3n2)cc1 returned KDM5B inh 1%.
Screening Nc1nccc(/C=C/c2ccc(Cl)cc2)n1 returned KDM5B inh 191%[activator].
Cn1cnc2ccc(-c3ccsc3)nc2c1=O was read as KDM5B inh 35µM*.
For CCONC(=O)c1cc2cc(C)ccc2o1 the results were KDM5B inh 20%.
Screening Cc1nccn1CCNC(=O)C1CCCCC(=O)N1Cc1ccccc1 (stereo unspecified) returned KDM5B inh -5%.
`NC[C@H]1O[C@H](Cc2cc(-c3cccc(O)c3)on2)CC[C@@H]1O` gave KDM5B inh 66%[activator][86.2 µM].
For OC(C#CCN1CCOCC1)c1ccccc1 (stereo unspecified) the results were KDM5B inh 24%.
`CCc1cccc(NC(=O)Cc2nc(-c3ccc(OC)cc3)no2)c1` gave KDM5B inh -7%.
Screening Cn1cc(CCNC(=O)c2ccc3oc(-c4cccc(F)c4)nc3c2)cn1 returned KDM5B inh inconclusive.
For COC1CCOC2(CCN(C(=O)COc3ccc(C)cc3)CC2)C1 (stereo unspecified) the results were KDM5B inh 7%.
Screening CCOC(=O)C1CCCN(C(=O)C2COC3(CCCCC3)N2C(=O)c2ccccc2Cl)C1 (stereo unspecified) returned KDM5B inh 0%.

3 entries out of the list, ordered by formula weight, smallest number first.
O=C(NCCc1noc(C2CC2)n1)c1ccco1 was read as KDM5B inh -17%.
Screening CCOc1ccc(S(=O)(=O)Nc2cccc(C(=O)N(C)Cc3cccc(OC)c3OC)c2)cc1 returned KDM5B inh -3%.
For CCOCCCN(C(=O)c1snc(C(N)=O)c1N)C(C(=O)NC1CCCC1)c1ccc(OC)cc1 (stereo unspecified) the results were KDM5B inh inconclusive.

Additional records
For CC1CCCN(c2csc3ccccc3c2=O)C1 (stereo unspecified) the results were KDM5B inh inconclusive.
For Clc1cccc(Cl)c1CO/N=C/c1cccc(Oc2ccccc2)c1 the results were KDM5B inh 0%.
`Cc1cc(CN2CCC3(CC2)C(C(=O)O)CC(=O)N3C)on1` (stereo unspecified) gave KDM5B inh 25%.
Screening Cc1cccc(-n2c(=O)c3ccccc3n(Cc3ccc(F)cc3)c2=O)c1 returned KDM5B inh inconclusive.
`CN(Cc1cccnc1)c1nc2c(c(=O)[nH]1)CCN(Cc1cccc(F)c1F)CC2` gave KDM5B inh 10%.
Screening O=C(Nc1ccc2nc(SCc3ccc(Br)cc3)sc2c1)C1CCCCC1 returned KDM5B inh -2%.

Filtered by structure, the compounds so far containing a thiophene ring, fused or not.
Screening CC(C)(C)C1CCc2c(sc3nc(-c4cc5cc(Cl)ccc5oc4=O)[nH]c(=O)c23)C1 (stereo unspecified) returned KDM5B inh -12%.
Screening CCc1nn(CC(=O)N(C)Cc2ccccc2)c(=O)c2cc3sccc3n12 returned KDM5B inh inconclusive.
For COc1ccc(OC)c(Nc2sc(C(=O)c3ccccc3)c(N)c2S(=O)(=O)c2ccccc2)c1 the results were KDM5B inh inconclusive.
For CC(C)(C)c1ccc(Oc2ncccc2NC(=O)c2cccs2)cc1 the results were KDM5B inh -8%.
For COc1ccc(NC(=O)CCn2nc(-c3cccs3)oc2=O)c(OC)c1 the results were KDM5B inh -4%.
CC1CCC(NC(=O)c2cc3c(Cl)nc4ccccc4c3s2)CC1 (stereo unspecified) was read as KDM5B inh 8%&-16%.
`CCC1CCCCN1C(=O)Cn1c(=O)n(CCCCCC(=O)NCc2ccc(F)cc2)c(=O)c2sccc21` (stereo unspecified) gave KDM5B inh -9%.
Screening O=C(COc1ccccc1)Nc1sc2c(c1C(=O)Nc1ccccc1Cl)CCCCC2 returned KDM5B inh 6%[11.5 µM].
CC(C)N1CC[C@@H]2[C@H]1C(=O)NC[C@H](CCC(=O)NCc1cccs1)N2C was read as KDM5B inh inconclusive.
Cn1cnc2ccc(-c3ccsc3)nc2c1=O was read as KDM5B inh 35µM*.
